PPARg SRC-3 ag: promotes SRC-3 coactivator recruitment by human PPARgamma. 200,000 tested, 0.26% active. activation, % at 8 µM. biochemical PPARgamma/SRC-3 coactivator recruitment assay. AID 731. P37231; in the data active = activation above about 23%;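 note: 0% = DMSO and 100% = reference agonist; some compounds past the cut are filed as inactive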
Target sequence (P37231 whole entry, looked up): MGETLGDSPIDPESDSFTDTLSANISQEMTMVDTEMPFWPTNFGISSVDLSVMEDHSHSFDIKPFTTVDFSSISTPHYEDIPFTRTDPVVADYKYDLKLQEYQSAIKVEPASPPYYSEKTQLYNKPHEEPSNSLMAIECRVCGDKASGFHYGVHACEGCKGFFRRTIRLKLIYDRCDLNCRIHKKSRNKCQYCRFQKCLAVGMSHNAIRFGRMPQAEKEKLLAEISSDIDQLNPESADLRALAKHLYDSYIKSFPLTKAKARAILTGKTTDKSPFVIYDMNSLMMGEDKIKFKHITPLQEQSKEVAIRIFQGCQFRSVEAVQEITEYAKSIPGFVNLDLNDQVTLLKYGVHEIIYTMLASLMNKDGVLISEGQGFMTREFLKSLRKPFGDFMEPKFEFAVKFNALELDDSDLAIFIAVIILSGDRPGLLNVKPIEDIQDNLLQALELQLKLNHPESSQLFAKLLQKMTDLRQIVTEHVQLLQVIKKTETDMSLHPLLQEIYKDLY
DTT redox prof: compounds producing H2O2 with reducing agent – biochemical, NIH compound library profiling, artefact control for MLSCN library redox annotation, primary screen; activation, % at 10 µM; DTT-dependent redox cycling H2O2, phenol red/HRP absorbance; 100% = 100 µM peroxide control, 0% = buffer; 200,000 tested, 0.03% active;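 active = activation of at least 50% relative to the plate's high and low controls in the primary single-dose screen; inactive = activation below 50%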;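 note: compound incubated with DTT at 0.8 mM final as the reducing agent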
PPARg SRC2 recr: PPARgamma-driven SRC-2 recruitment agonism | P37231 | PPARgamma LBD-SRC-2 recruitment, biochemical | activation, % at 8 µM | 200,000 tested, 0.34% active | AID 1032; in the data active = activation above about 22%;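 note: 0% = vehicle and 100% = reference agonist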
Efa HMGR inh: inhibitors of class II HMG-CoA reductase from Enterococcus faecalis. purified E. faecalis HMGR, NADPH absorbance 340 nm kinetic. inhibition, % at 10 µM. 190,000 tested, 0.41% active;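 active = inhibition above a set limit, the median over all tested compounds plus 3 SD, cut at about 9.5% in these data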;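 note: enzyme runs in reverse so mevalonate oxidation gives rising NADPH absorbance; 0% = complete reaction with DMSO and 100% = background rate lacking mevalonate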
bIAP inh: blocks bovine intestinal alkaline phosphatase activity; 190,000 tested, under 10 active; AID 1019; inhibition, % at 20 µM; purified bovine IAP, CDP-star luminescence, 30 min;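 active = over 50% inhibition of intestinal alkaline phosphatase at 20 µM in the single-dose screen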
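test system = bovine IAP enzyme | medium = DEA buffer 100 mM, pH 9.8, with MgCl2 1.0 mM, ZnCl2 0.02 mM | detection = luminescence | dosing = single compound dose of 20 µM, 2% DMSO final | incubation = 30 min reaction at room temperature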
SRC2 TRFRET art: TR-FRET artefact, counter-screen to PPARgamma/SRC-2 agonist assay; TR-FRET ratio at 8 µM; 200,000 tested, 0.4% active; stronger effect = higher value; in the data active = TR-FRET ratio above about 2000; note: inactives centre near 1500
RAM network inh: blocks the yeast RAM network. inhibition, % at 50 µM. S. cerevisiae dse1pr::URA3 reporter, 5-FOA growth OD615, 2 d; analog-sensitive cbk1-as2 kinase mutant strain. AID 868. 190,000 tested, 1.8% active;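 active = inhibition above a set limit, 3 SD over mean compound inhibition, cut at about 8.4% in these data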;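 note: 0% = DMSO-only wells with no growth and 100% = 10 µM 1-NA-PP1 full growth; inhibition rescues growth on 5-FOA so higher OD means more RAM inhibition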
ROMK primary: human ROMK K+ channel modulation, primary screen; P48048; Tet-inducible ROMK, thallium flux fluorescence; actives lie on both sides; B-score at 10 µM; 130,000 tested, 2% active;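 active = signal ratio slope over the read window, or its plate-corrected B-score, at least 3 SD from the plate mean, either direction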;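 note: B-score of the F/F0 ratio slope over 7 to 12 s after thallium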
S1P3 antag: antagonists of human S1P3 receptor | inhibition, % at 4.98 µM | Q99500 | CHO S1P3 NFAT-BLA reporter, FRET fluorescence, antagonist mode | 170,000 tested, 0.27% active;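 active = inhibition above the plate cutoff, the mean inhibition of test wells on that plate plus 3 SD, cut at about 28% in these data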;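 note: cells challenged with S1P at its EC80 of 0.8 µM; blue over green emission ratio from cleaved BLA substrate after 4 h stimulation; 0% = S1P-stimulated wells and 100% = unstimulated DMSO-only wells; some compounds past the cut are filed as inactive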
Target sequence (Q99500 whole entry, looked up): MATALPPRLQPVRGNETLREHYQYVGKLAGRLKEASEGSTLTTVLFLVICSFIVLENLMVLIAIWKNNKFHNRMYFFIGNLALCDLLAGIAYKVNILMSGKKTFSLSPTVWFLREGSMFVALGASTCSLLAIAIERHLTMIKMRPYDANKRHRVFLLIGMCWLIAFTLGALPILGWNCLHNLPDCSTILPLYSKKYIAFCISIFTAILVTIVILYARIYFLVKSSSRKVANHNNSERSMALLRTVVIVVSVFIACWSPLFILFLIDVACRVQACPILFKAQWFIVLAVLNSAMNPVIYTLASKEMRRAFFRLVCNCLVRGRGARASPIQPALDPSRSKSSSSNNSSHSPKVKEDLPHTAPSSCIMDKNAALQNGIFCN
L major viab: Leishmania major promastigote growth inhibition; Leishmania major promastigotes, resazurin fluorescence viability; inhibition, % at 10 µM; AID 1063; 200,000 tested, 9% active; in the data active = inhibition above about 50%;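 note: promastigotes grown with compound for 44 hours at 28 °C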
PPARg SRC1 recr: PPARgamma-driven SRC-1 recruitment agonism; P37231; PPARgamma-SRC-1 coactivator recruitment biochemical assay; activation, % at 8 µM; 200,000 tested, 0.41% active; AID 631; in the data active = activation above about 19%;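 note: 0% = DMSO and 100% = reference agonist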
The depositor's hits bear a star; . = no result given. Not a hit list. Share with any hit: about 13%.

SMILES	PPARg SRC-3 ag	DTT redox prof	PPARg SRC2 recr	Efa HMGR inh	bIAP inh	SRC2 TRFRET art	RAM network inh	ROMK primary	S1P3 antag	L major viab	PPARg SRC1 recr
CCc1ccc(-c2ccc(SCC(=O)NCC3CCCO3)nn2)cc1 (centres undefined)	3.3	-0.7	7.0	0.0	10.1	1514	1.5	-0.00752	-22.9	-3.1	-7.9
Cc1oc(-c2ccc(Cl)cc2)nc1CN1CCCC(C(=O)N2CCN(C(=O)c3ccco3)CC2)C1 (centres undefined)	0.7	-0.9	-0.2	1.4	4.0	1463	-0.5	.	-5.8	3.5	2.0
Cc1ccc2cccc(OCC(=O)N3CC(C)CC(C)C3)c2n1 (centres undefined)	-5.8	-0.1	-2.6	-2.4	-11.4	1418	-0.3	-0.599	-5.6	-3.0	2.0
Cc1ccc(CNC(=O)CCc2ccc(S(=O)(=O)NCC(C)C)cc2)cc1	-1.0	-0.5	-0.6	-1.0	14.3	1474	3.5	-1.11	-2.0	5.0	1.5
Cc1cc2oc(=O)cc(CSc3nnc(-c4cccs4)o3)c2cc1C(C)C	2.2	0.4	12.3	2.9	36.3	1584	3.4	.	5.0	10.9	10.8
CC(C)NC(=S)N1CCN(c2ncccn2)CC1	-0.1	-0.8	8.9	-3.4	47.7	1522	1.4	-0.0335	-5.2	-5.0	-1.3
O=C(NNC(=O)C1CCN(Cc2ccccc2)CC1)c1cccs1	1.6	-0.9	1.1	-0.8	-11.1	1642	1.5	-0.312	-24.9	-7.4	10.9
c1ccc(-c2nnc(SCc3nc4ccccc4[nH]3)n2Cc2ccco2)cc1	-3.0	2.3	-0.1	-8.4	-20.8	1537	3.3	.	.	0.2	5.6
Cc1onc(-c2ccccc2)c1C(=O)N1CCC(C)CC1	-0.1	1.3	6.3	-4.9	14.7	1502	-1.5	.	.	-4.8	-4.3
O=C(CSCc1ccc(Cl)cc1)NN=C1CCCCCC1	-3.8	-0.2	-3.7	-5.7	16.1	1439	0.6	.	-0.2	28.9	-1.0
Cn1nc(C(=O)Nc2sccc2C(N)=O)ccc1=O	6.8	1.9	6.7	-0.3	16.4	1479	1.7	.	-2.9	-1.7	4.4
CCN1CCN(C(=O)c2ccc(Sc3ccccc3Cl)c([N+](=O)[O-])c2)CC1	-2.0	0.4	-6.5	-2.5	.	1453	0.4	-1.94	-0.7	88.7*	-9.5
Cc1cc(C)nc(N2CCN(c3nnnn3-c3ccccc3)CC2)n1	-5.8	1.5	1.5	-3.5	8.5	1635	1.4	.	6.7	15.1	-3.0
CN(C)C(=O)N1CCCC(C(=O)NCCc2ccccc2)C1 (centres undefined)	-10.9	2.8	-12.8	2.8	-9.9	1309	0.0	.	.	-2.3	-10.5
c1ccc(CSc2ncnc3c2sc2nc(N4CCOCC4)c4c(c23)CCCC4)cc1	7.9	4.3	96.0*	0.1	8.5	2914*	2.3	.	.	-0.3	7.3
O=C(O)CNS(=O)(=O)/C=C/c1ccccc1	0.4	-0.4	1.3	-2.3	4.0	1479	1.1	-0.00831	-4.3	9.2	0.0
Cc1nc(NCC2CC2)c2nnn(Cc3ccccc3)c2n1	5.5	0.3	11.1	0.8	-4.2	1813	1.5	0.112	6.4	-2.5	9.0
Cc1csc(SCc2ccc(C(=O)O)cc2)n1	-2.7	0.7	0.5	3.8	-19.3	1613	0.2	-0.506	.	-1.9	-2.3
CCOc1ccccc1Nc1nc2ccccc2[nH]1	-8.6	2.5	3.5	-8.4	11.4	1594	0.3	0.00437	33.8	33.0	0.8
NC(=O)COC(=O)/C=C/c1ccc(S(=O)(=O)N2CCCCCC2)cc1	0.3	-3.5	3.1	-11.0	4.6	1452	1.9	0.33	6.8	-4.9	0.6
COCCSc1ccccc1C(=O)Nc1nnc(C)s1	8.8	-0.6	14.6	-7.8	3.3	1404	0.2	-0.466	-25.4	-3.5	1.9
Nc1nc(SCC(=O)N2CCCc3ccccc32)[nH]c(=O)c1-c1ccccc1	8.0	1.1	-0.2	0.6	9.7	1369	2.7	.	-17.3	-4.0	-2.6
CCn1ncc(Br)c1C(=O)Nc1sc2c(c1C(=O)OC)CCC2	-2.8	2.5	-0.4	.	.	1542	.	.	-5.0	8.6	8.2
CS(=O)(=O)N1Cc2ccccc2CC1C(=O)OCC(=O)Nc1ccc2ccccc2c1 (centres undefined)	0.5	0.0	2.4	-0.8	10.1	1615	4.3	-0.121	.	-2.9	1.7
COc1cccc(C2C(C#N)=C(N)N(c3ncn[nH]3)C3=C2C(=O)CCC3)c1 (centres undefined)	3.4	-0.2	2.2	1.0	-2.2	1731	2.4	0.0556	-7.4	-9.9	9.5

A few values from the list:
Under PPARg SRC1 recr, c1ccc(-c2nnc(SCc3nc4ccccc4[nH]3)n2Cc2ccco2)cc1 is listed with 5.6
Under SRC2 TRFRET art, Cc1nc(NCC2CC2)c2nnn(Cc3ccccc3)c2n1 is listed with 1813

2 compounds from above with just L major viab.
molecule | L major viab
CCc1ccc(-c2ccc(SCC(=O)NCC3CCCO3)nn2)cc1 (centres undefined) | -3.1
Cc1cc(C)nc(N2CCN(c3nnnn3-c3ccccc3)CC2)n1 | 15.1

More results.
SMILES	PPARg SRC-3 ag	DTT redox prof	PPARg SRC2 recr	Efa HMGR inh	bIAP inh	SRC2 TRFRET art	RAM network inh	ROMK primary	S1P3 antag	L major viab	PPARg SRC1 recr
Cc1ccccc1C(=O)Nc1ccccc1Sc1ccccc1	7.6	0.6	0.0	-7.5	19.2	1809	-0.2	.	.	2.4	5.6
O=C(c1ccc(S(=O)(=O)Nc2ccc(F)cc2)cc1)N1CCN(C(=O)c2ccco2)CC1	-4.6	0.0	4.2	0.4	-4.1	1609	2.6	-0.793	.	-4.8	1.2
COc1cc(/C=C(\C#N)C(=O)NCC2CCCO2)ccc1OCC(N)=O (centres undefined)	-5.5	-1.1	-2.4	2.9	3.1	1324	-0.7	.	-9.8	-3.3	-5.9
CC(C)(C)c1ccc(C(=O)NCC(=O)OCC(=O)Nc2ccccc2[N+](=O)[O-])cc1	5.9	1.1	12.6	-2.1	9.8	1735	3.4	-0.772	-3.6	-1.9	9.9
CC1CCN(C(=O)COc2ccccc2F)CC1	-2.9	-2.9	6.0	2.9	9.1	1514	3.2	.	-1.1	-5.7	1.0
COc1ccc(C)cc1Cn1c(S(C)(=O)=O)nc2ccccc21	4.2	1.1	11.1	0.0	42.6	1496	0.8	.	-2.3	42.4	0.5
CC(=O)ON1C(C)(C)Cc2noc(N)c2C1(C)C	-16.0	-3.3	-4.4	-1.6	3.8	1349	3.8	.	.	5.7	-3.9
COc1ccc(-n2nc3cc(C)c(NC(C)=O)cc3n2)cc1	1.9	0.3	-5.9	-4.3	-17.1	1547	0.1	1.05	-1.8	-2.6	2.9
CC(C)C(=O)NC(c1ccccc1)c1cc([N+](=O)[O-])c2cccnc2c1O (centres undefined)	-1.4	0.2	3.4	3.2	-25.3	1507	3.6	0.313	2.8	-4.5	2.8
CCCCNC(=S)N(C)N=C1CCC(c2ccccc2)CC1 (centres undefined)	1.4	1.1	1.1	-0.4	-18.2	1626	0.7	-0.777	-8.6	-9.3	1.8
Cc1cc(=O)n2cccc(O)c2n1	2.2	0.0	0.9	6.7	-37.9	1356	-1.3	0.23	-0.6	-5.6	-4.1
CC(C)(O)C#Cc1ccc(C(=O)NCc2ccccc2)s1	9.8	-5.4	8.2	.	.	1668	.	.	.	-3.2	6.3
Cc1cc(C(=O)Nc2c(C)n(C)n(-c3ccccc3)c2=O)c2ccccc2n1	-1.5	1.5	-8.5	2.5	5.9	1426	3.0	.	.	-4.2	-2.2
CCC(CC)n1[nH]c(=O)cc1N	8.2	0.5	2.2	-4.0	1.9	1611	3.1	0.523	.	-7.0	-5.1
COc1ccc(OCC(=O)NNC(=O)c2cccs2)cc1	-3.4	0.6	3.1	-6.2	-5.8	1461	2.0	.	.	-6.5	3.8
CC(=O)CC(=O)Nc1ccc(C(N)=O)cc1	0.1	-0.3	-1.3	3.2	-2.6	1551	-0.2	.	-3.9	-4.9	4.3
Cc1ccc(C(=O)NC(=S)Nc2ccccc2C(F)(F)F)cc1C	-2.3	1.5	2.3	-1.8	14.0	1450	8.2	.	.	1.4	1.9
CN1C(=O)/C(=N/OC(=O)c2ccccc2Br)c2ccccc21	-1.0	-0.6	-5.5	-0.3	5.9	1612	4.9	0.116	-12.3	-16.5	7.0
COc1ccc(-n2c(CCc3ccccc3)nnc2SCC(=O)NCc2ccccc2)cc1	-5.9	0.0	-0.3	3.7	-17.2	1337	2.1	-1.34	.	27.5	-6.2
C[C@H](NC(=O)NCc1ccc(F)cc1)C(=O)O	1.9	1.0	4.7	-4.3	7.8	1740	2.4	1.02	-7.3	-6.1	5.1
COc1ccccc1CNC(=O)N/C=C/c1ccc(Cl)cc1	2.1	-0.3	1.8	0.1	0.0	1706	0.4	-0.277	6.0	-5.5	-8.1
CN(c1cccc(NC(=O)c2ccc(C(C)(C)C)cc2)c1)S(C)(=O)=O	-7.6	-0.7	-3.2	-5.5	5.5	1495	2.5	-1.19	26.7	16.9	2.9
S=C1SCN(Cc2cccnc2)CN1Cc1ccccc1	6.4	0.1	-2.3	-1.0	-3.6	1724	0.4	0.311	-4.1	71.9*	3.9
CCOc1ccc(CC(=O)C2=C(N3CCOCC3)CC(C)(C)CC2=O)cc1OCC	0.2	-1.0	-3.9	-5.7	3.3	1526	-0.2	-0.0433	0.1	-0.4	0.7
CCCc1cc(=O)n2[nH]c(NCc3cccs3)nc2n1	3.8	0.1	1.6	0.8	-6.4	1587	2.5	0.641	.	-3.0	-1.6
C=CCn1c(CCC(=O)Nc2ccc(C)c(Cl)c2)nnc1SCC(=O)Nc1ccccc1C	-7.0	-1.5	3.5	-3.4	-2.8	1365	-0.3	.	.	-5.0	-2.6
O=[N+]([O-])c1ccc2cn[nH]c2c1	-5.0	-0.1	-4.5	-3.4	-13.2	1657	1.1	.	-2.4	-0.8	1.4
Cc1c(NC(=O)CN2c3cccc4cccc(c34)S2(=O)=O)c(=O)n(-c2ccccc2)n1C	-0.8	0.2	12.9	-3.9	-9.1	1517	-0.4	.	-7.3	-6.1	0.4
Cn1c(=O)cc(OCCCC(=O)NCCCN2CCN(Cc3ccccc3)CC2)c2ccccc21	1.2	2.7	-4.0	2.3	-8.2	1459	1.1	.	-12.6	-1.4	-7.8
CCc1ccc(N2C(=O)CN(Cc3cc(OC)c(OC)c(OC)c3)C2=S)cc1	-0.1	0.3	0.1	-6.2	30.1	1575	1.6	.	-9.0	1.5	-2.9

2 of the compounds above, with values under each structure:
Every second line gives: PPARg SRC-3 ag | DTT redox prof | PPARg SRC2 recr | Efa HMGR inh | bIAP inh | SRC2 TRFRET art | RAM network inh | ROMK primary | S1P3 antag | L major viab | PPARg SRC1 recr
> CN1C(=O)/C(=N/OC(=O)c2ccccc2Br)c2ccccc21
 : -1.0 | -0.6 | -5.5 | -0.3 | 5.9 | 1612 | 4.9 | 0.116 | -12.3 | -16.5 | 7.0
> COc1ccc(-n2c(CCc3ccccc3)nnc2SCC(=O)NCc2ccccc2)cc1
 : -5.9 | 0.0 | -0.3 | 3.7 | -17.2 | 1337 | 2.1 | -1.34 | . | 27.5 | -6.2

Compound activity (PubChem)
